Screening data as filed in PubChem.
SUMO1-SIM PPI = SUMO1-SIM interaction modulation. P63165. SUMO1 binding to a labelled peptide, TR-FRET, 1 h. inhibition, % at 20 µM. actives 0.33% (n = 360,000). AID 602429; in the data active = inhibition above about 37%
Target sequence (P63165 whole entry, looked up): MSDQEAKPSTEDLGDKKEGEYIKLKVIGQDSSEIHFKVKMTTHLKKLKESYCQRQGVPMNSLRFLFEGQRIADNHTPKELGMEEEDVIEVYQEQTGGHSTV
Rpn11 inh = inhibitors of human proteasome Rpn11; O00487; human 26S proteasome, Ub4-pepOG fluorescence polarization; 20S core pre-blocked with epoxomicin; calls only at 20 µM; actives 0.59% (n = 360,000);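 active = inhibition at 20 µM, scaled to each plate's controls, above about 33%, limit read from the data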
Scp-1 inhibitor = blocks human Scp-1 phosphatase activity; Recombinant Scp1, phosphopeptide, malachite green phosphate absorbance; actives 0.88% (n = 340,000); inhibition, % at 20 µM; Q9GZU7;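 active = inhibition above about 50% at 20 µM, limit read from the data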;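 note: plate controls were DMSO wells with enzyme for no effect and wells lacking enzyme for full effect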
Target sequence (Q9GZU7 76-261 limits assumed): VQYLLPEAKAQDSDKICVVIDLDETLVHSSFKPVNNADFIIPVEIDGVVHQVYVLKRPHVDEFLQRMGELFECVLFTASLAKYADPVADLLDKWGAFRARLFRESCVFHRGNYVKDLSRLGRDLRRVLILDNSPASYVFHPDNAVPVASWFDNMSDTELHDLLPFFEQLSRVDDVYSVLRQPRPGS
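Incubation: 45 min enzyme reaction at room temperature / System: truncated SCP-1 phosphatase (76-261aa) / Reagent: Phospho 17-mer peptide substrate / Buffer or medium: Acidic Tris acetate buffer with magnesium and detergent / Signal: absorbance at 630 nm / Doses: one concentration, 20 µM, with 1.0% DMSO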
CSN inh = CSN deneddylation inhibition; Q92905; Purified CSN, SCF-Nedd8-OG deneddylation, fluorescence polarization; inhibition, % at 12.5 µM; actives 0.38% (n = 360,000); AID 651999;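 active = pattern-corrected inhibition above about 35%, with an unprinted fluorescence ratio check between 0.5 and 1.5, limit read from the data, passing the limit was not always enough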;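 note: 0% = enzyme with substrate and 100% = substrate without enzyme; some results filed as inactive read as strong as hits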
Target sequence (Q92905 whole entry, looked up, one chain of several): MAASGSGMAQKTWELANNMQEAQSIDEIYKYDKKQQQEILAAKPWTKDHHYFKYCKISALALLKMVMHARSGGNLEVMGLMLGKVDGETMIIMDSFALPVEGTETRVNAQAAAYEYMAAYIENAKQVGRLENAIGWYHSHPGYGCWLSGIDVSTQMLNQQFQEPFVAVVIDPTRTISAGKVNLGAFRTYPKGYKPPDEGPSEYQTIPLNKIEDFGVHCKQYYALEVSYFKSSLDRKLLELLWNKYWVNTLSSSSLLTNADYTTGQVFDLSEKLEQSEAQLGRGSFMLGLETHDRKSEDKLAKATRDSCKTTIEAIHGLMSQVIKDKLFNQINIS
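Assay system: Purified human Csn5 enzyme expressed in HEK293T cells | Amount: Enzyme 0.24 nM | Measured by: Fluorescence polarization readout | Medium: Tris/NaCl/DTT buffer, pH 7.5 | Compound dosing: One concentration, 12.5 µM, 0.25% DMSO | Times: 90 min incubation of compound, enzyme and substrate at room temperature | Control set: no-enzyme wells high, enzyme-with-substrate wells low | Read-out: % inhibition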
NadD inh = NadD (S. aureus) enzyme inhibition; purified NadD enzyme, colorimetric absorbance read-out; AID 602399; actives 0.78% (n = 360,000); inhibition, % at 20 µM; in the data active = inhibition above about 26%; note: some compounds past the cut are filed as inactive
PABP1 MLLE inh = blocks PAM2 peptide binding to the PABP1 MLLE domain. P11940. GST-MLLE / FITC-PAM2 fluorescence polarization. inhibition, % at 20 µM. actives 0.36% (n = 360,000); in the data active = inhibition above about 35%, passing the limit was not always enough;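 note: plate controls were DMSO wells with GST-MLLE for no effect and wells lacking GST-MLLE protein for full effect; some results filed as inactive read as strong as hits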
DNMT1 inh = inhibitors of human DNMT1 | DNMT1 molecular beacon, Hinp1I cleavage, fluorescence | inhibition (reported as % activation of signal), % at 10 µM | P26358 | actives 0.83% (n = 360,000); in the data active = inhibition above about 50%
LMPTP block = LMPTP (human) inhibition; P24666; recombinant LMPTP-A, OMFP fluorogenic substrate, fluorescence intensity; inhibition, % at 20 µM; actives 0.22% (n = 360,000); AID 651560;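 active = compounds that cut the enzyme signal by at least half of the control window in the single-dose screen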;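 note: plate controls were DMSO wells with enzyme plus substrate for no effect and substrate without enzyme for full effect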
Target sequence (P24666 whole entry, looked up): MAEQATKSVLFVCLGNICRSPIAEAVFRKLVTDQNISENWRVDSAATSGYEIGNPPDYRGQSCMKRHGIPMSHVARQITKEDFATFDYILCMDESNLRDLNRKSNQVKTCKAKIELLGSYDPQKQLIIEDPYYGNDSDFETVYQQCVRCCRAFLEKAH
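Test system: LMPTP-A phosphatase enzyme. Amount: LMPTP-A at 0.625 nM final in the reaction. Reagent: OMFP substrate, 400 µM final. Times: 50 min at room temperature. Signal: endpoint fluorescence intensity from OMFP dephosphorylation. Read-out basis: % inhibition. Benchmarks: no-enzyme and uninhibited controls.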
TbMetRS inhib = blocks T. brucei methionyl-tRNA synthetase activity; purified T. brucei MetRS, ATP depletion, Kinase-Glo luminescence; inhibition, % at 11.9 µM; actives 0.4% (n = 360,000);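 active = inhibition above a per-plate cutoff of the control wells' mean inhibition plus 3 SD, cut at about 5.5% in these data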;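 note: 0% = DMSO wells median and 100% = median of wells with control inhibitor compound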
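technique = Kinase-Glo luminescence, ATP depletion format | system = purified MetRS (methionyl-tRNA synthetase) enzyme from Trypanosoma brucei | timing = 15 min preincubation, 2 h reaction, all 25 °C | evaluation = percent inhibition versus plate control medians | dosing = single dose, 11.9 µM final nominal, 0.9% final DMSO | also added = substrates ATP, L-methionine and bulk Escherichia coli tRNA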
STEP inh = STEP (human) phosphatase inhibition | P54829 | recombinant STEP, OMFP fluorogenic substrate, fluorescence | inhibition, % at 20 µM | actives 0.25% (n = 360,000);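 active = inhibition at 20 µM, scaled per plate between control wells, above about 37%, limit read from the data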;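 note: 0% = DMSO with enzyme and substrate and 100% = substrate only without enzyme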
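Material: STEP (striatal-enriched tyrosine phosphatase) enzyme, cell-free; Compound dosing: 20 µM single dose in 1% DMSO; Technique: fluorescence read at 480 nm ex / 540 nm em; Times: reaction 20 min, ambient temperature; Medium: 50 mM Bis-Tris pH 6.0 with 2.5 mM DTT and 0.005% Tween 20; Also added: OMFP at 25 µM.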
* hit, by the source's call; i = inactive; . = no result given.

SUMO1-SIM PPI	Rpn11 inh	Scp-1 inhibitor	CSN inh	NadD inh	Compound	PABP1 MLLE inh	DNMT1 inh	LMPTP block	TbMetRS inhib	STEP inh
-2	i	-2	0	-6	COc1ccc(CCN2CNc3c(c(=O)n(C)c(=O)n3C)C2)cc1	5	-2	-0.7	-1.0	-1
-1	i	9	-14	0	Cc1ccc(C)n1C(CC(=O)O)c1ccc(C#N)cc1 (stereo not given)	6	4	1.4	0.1	-1
-4	i	-9	2	-2	CCOCCCNC(=O)c1cc(-c2cccnc2)nc2ccc(S(=O)(=O)N3CCC(C)CC3)cc12	-4	42	-4.0	-0.3	0
-1	i	-4	-1	4	CCOc1cc(/C=N/NC(=O)COc2ccccc2C)ccc1OC(=O)c1cccs1	0	-1	4.7	-1.4	-2
-4	i	-6	5	-3	Cc1c(S(=O)(=O)NCc2ccccc2)c(=O)n(C)c(=O)n1C	-7	5	-1.5	0.2	-2
-30	i	-2	-2	-8	CC1CCC(N2CCN(c3ccc([N+](=O)[O-])cc3)CC2)CC1 (stereo not given)	-1	-2	-1.1	0.5	0
-9	i	-8	-8	-10	CN(C)C(CNC(=O)c1ccc2ccccc2c1)c1ccco1 (stereo not given)	-4	1	-1.5	-0.5	2
-4	i	4	-3	-6	c1cc(CNC2C3CC4CC(C3)CC2C4)ccn1 (stereo not given)	12	-3	-2.0	-0.6	-4
-4	i	-8	2	-5	CN(Cc1ccc(Cl)cc1)C(=O)CNC(=O)C12CC3CC(CC(C3)C1)C2	7	0	0.4	0.4	0
-1	i	1	4	-1	CC(c1nnc(SCC(=O)Nc2cccnc2Cl)n1Cc1ccccc1)N(C)C (stereo not given)	-5	0	0.8	-0.9	-2
-25	i	-1	3	4	O=C(NCc1ccco1)c1cc([N+](=O)[O-])cc([N+](=O)[O-])c1	8	-7	-1.8	0.7	0
2	i	1	-9	7	CCN1C(=O)[C@H]2[C@H]3CN=C(SC)N3[C@@](CC)(C(=O)OC)[C@H]2C1=O	-7	4	2.0	1.0	0
4	i	-17	-1	-2	Cc1ccc(S(=O)(=O)Nc2cccc3c2O[C@H](CN(C)C(=O)Nc2ccc(C(F)(F)F)cc2)[C@@H](C)CN([C@H](C)CO)C3=O)cc1	8	-2	3.0	-0.8	-2
1	i	-7	2	-1	CCOc1ccccc1NC(=O)CSc1nnc(-c2ccco2)o1	-8	0	-0.7	-0.8	1
-3	i	-3	0	-1	O=C(Nc1cccc2ccccc12)N1CCN(Cc2ccc3c(c2)OCO3)CC1	15	3	0.1	-0.8	-1
-2	i	-1	0	-5	O=C(NCc1ccccn1)C(=O)NCC1OCCCN1S(=O)(=O)c1cc(F)ccc1F (stereo not given)	2	0	0.2	-0.8	0
2	i	1	-2	-2	CCN(CC)CCn1c(=S)[nH]c2cc(C(=O)N3CC(C)CC(C)C3)ccc2c1=O (stereo not given)	-45	1	-1.6	0.0	0
-6	i	-9	-2	-6	CCN1C(=O)[C@H]2[C@@H](c3ccc(-c4ccc(OC)cc4)cc3)N3CCCC[C@@]3(C(=O)OC)[C@H]2C1=O	14	-19	4.2	-0.3	2
0	i	-4	1	3	COc1cc(C(=O)OCC(=O)Nc2cc(C)on2)ccc1OCc1ccccc1Cl	-3	6	1.4	-0.5	-2
-26	i	-10	-5	-9	Cc1ccc(C(=O)c2cc3c(cc2[N+](=O)[O-])OCCO3)cc1	-3	-2	0.6	-0.4	5
-1	i	4	0	-8	S=C(Cc1cccnc1)N1CCOCC1	35	-2	0.2	-1.3	0
1	i	-2	-7	17	COc1cccc(C2C(C(=O)Nc3ccccc3)=C(C)N=c3s/c(=C/c4ccc(OCC(=O)O)cc4)c(=O)n32)c1 (stereo not given)	-11	2	1.7	-0.1	5
0	i	-3	3	4	CC(=O)Nc1nnc(-c2ccc(Cl)s2)o1	6	3	0.1	-0.7	-2
-1	i	-12	-2	6	O=C1CCc2cc(S(=O)(=O)N3CCCC3C(=O)N3CCN(c4ccccc4)CC3)ccc2N1 (stereo not given)	-2	2	0.3	0.6	-2
5	i	-9	-3	-3	O=c1cc(-c2ccccc2O)nc(-c2ccccc2)[nH]1	-8	5	-0.1	-1.0	-1

The last three records of the part before come first, to join the parts:
SUMO1-SIM PPI	Rpn11 inh	Scp-1 inhibitor	CSN inh	NadD inh	Compound	PABP1 MLLE inh	DNMT1 inh	LMPTP block	TbMetRS inhib	STEP inh
0	i	-3	3	4	CC(=O)Nc1nnc(-c2ccc(Cl)s2)o1	6	3	0.1	-0.7	-2
-1	i	-12	-2	6	O=C1CCc2cc(S(=O)(=O)N3CCCC3C(=O)N3CCN(c4ccccc4)CC3)ccc2N1 (stereo not given)	-2	2	0.3	0.6	-2
5	i	-9	-3	-3	O=c1cc(-c2ccccc2O)nc(-c2ccccc2)[nH]1	-8	5	-0.1	-1.0	-1
-2	i	2	-3	-1	COC(=O)c1ccccc1OCC(=O)N1CCN(c2ccc(F)cc2)CC1	0	-4	-0.7	-2.3	1
1	i	-4	2	6	CCCOc1cccc(C(=O)Nc2ccccc2C(=O)N2CCN(C)CC2)c1	-11	2	-1.0	0.0	0
-3	i	-12	3	7	O=C(CSc1cccc(C(F)(F)F)c1)Nc1ccc(Cl)cc1Cl	-5	6	4.1	-0.6	1
-4	i	-13	1	-4	C=C1CC(COc2cc(=O)oc3ccccc23)(c2ccccc2)OC1=O (stereo not given)	-3	7	-0.1	-0.5	2
-9	i	-2	3	-3	O=C(C1=C[C@H](c2ccc(Br)cc2)C[C@H](OCCCCO)O1)N1CCOCC1	-3	-3	-0.7	.	-1
1	i	0	0	7	O=C(O)CCCCCNC(=O)CCn1cnc2ccccc2c1=O	4	3	-0.9	0.1	5
-5	i	-5	4	1	NS(=O)(=O)c1ccc(CCNC(=O)c2cccc3ccccc23)cc1	17	3	-0.7	-0.1	1
-3	i	-1	5	1	Cc1ccc(S(=O)(=O)CC(O)COc2ccccc2C#N)cc1 (stereo not given)	4	0	-0.9	-0.9	0
0	i	-6	1	8	COc1ccc(NC(=O)CSc2nnc(Cc3cccn3C)n2-c2ccc(C)cc2)cc1OC	-10	-1	-1.2	-0.9	-3
-11	i	17	0	18	COc1ccc(-c2nn(-c3ccccc3)cc2C2CC(c3cccs3)=NN2C(=O)CCCC(=O)O)cc1 (stereo not given)	12	-4	0.5	0.1	-2
22	i	-2	0	10	C/C(=N\NC(=O)c1ccc(Cl)c(S(=O)(=O)Nc2ccccc2Cl)c1)c1ccncc1	-1	-3	0.2	-1.2	-16
-5	i	5	3	0	CC(=O)N1CCN(CCN(CC2C(C)C=C(C)CC2C)C(C)=O)CC1 (stereo not given)	7	-1	-0.7	-0.7	-1
8	i	-7	1	-6	O=C(c1ccco1)c1nnn(Cc2ccccc2)c1-c1ccccc1	3	-5	-0.7	-2.5	2
-1	i	6	-2	5	CC1CN(C(=O)N(C)C)CCN1C(=O)N(C)C (stereo not given)	0	1	-0.2	0.0	-4
6	i	-2	-1	-4	O=C(Nc1cc(=O)c2ccccc2o1)N1CCCCC1	4	14	0.8	-1.2	-3
-6	i	-10	0	0	COc1ccc(C(C(=O)NCC2CCCO2)N(Cc2cccs2)C(=O)c2snc(C(N)=O)c2N)cc1OC (stereo not given)	12	5	-0.1	-0.7	-4
-26	i	-2	-5	-4	O=[N+]([O-])c1cnc(N2CCCCC2)c([N+](=O)[O-])c1	6	1	-1.1	-0.9	-4
5	i	-3	1	-4	CC1Cc2ccccc2N1C(=O)CSc1nnc(CNc2ccccc2)o1 (stereo not given)	-5	-2	0.6	-0.5	-1
3	i	6	-7	-2	CCOC(=O)c1cnc(SC)nc1Nc1cccc(F)c1	-2	-1	2.2	-0.1	0
3	i	0	-13	-3	C/C(CC(=O)Nc1cccnc1)=N\NC(=O)C(=O)Nc1cccc(C)c1	5	5	-0.5	-0.3	-2
6	i	-7	1	22	Cc1sc(NC(=O)C2CCCCC2C(=O)O)c(C(N)=O)c1-c1ccc(C(C)(C)C)cc1 (stereo not given)	26	3	1.8	0.0	8
-40	i	0	3	-3	O=[N+]([O-])c1cccc(Nc2c([N+](=O)[O-])ccc3nonc23)c1	8	-3	2.3	-1.1	0
0	i	4	-2	-2	Cc1ccc(NC(=O)CCCn2c(=O)oc3ccccc32)c(O)c1	-8	-3	0.1	-0.4	1
-8	i	-4	-2	14	CCOC(=O)Cn1cc(/C=N/NC(=O)c2ccc(C#N)cc2F)c2ccccc21	4	-2	-0.6	-0.8	-2
-9	i	-25	-1	-3	O=S(=O)(c1ccc(Cl)cc1)N1CCC(N2CCCCCC2)CC1	6	-4	-1.0	-0.7	-6
1	i	.	5	10	COc1ccc(CN(C)C[C@@H]2OCCCC[C@H](C)Oc3ccc(NC(=O)Nc4ccc(F)cc4)cc3C(=O)N([C@H](C)CO)C[C@H]2C)cc1	15	-13	4.6	-0.4	7
1	i	-5	4	3	Cn1c(SCc2ccc(F)cc2)nnc1-c1ccccn1	6	-2	0.0	-0.6	-2
1	i	-2	6	-3	NC(=O)c1ccc(S(=O)(=O)N2CCSCC2)cc1	-4	6	-0.9	-0.5	-4
-3	i	-5	1	6	O=C(N/N=C/c1ccc(F)c(F)c1)c1cccc(S(=O)(=O)N2CCCCC2)c1	18	3	-0.7	-0.4	-1
-18	i	-7	1	2	Cc1nc(C)c(-c2ccc(SCC(=O)Nc3ccccc3)nn2)s1	4	0	1.6	0.2	1
5	i	.	-1	-7	CCOc1ccc(S(=O)(=O)N2CCCCC2)cc1NC(=O)Cc1cc(OC)c(OC)c(OC)c1	-1	-3	-0.1	-0.1	2
-11	i	2	4	0	O=C(NCc1cccnc1)c1sc2ccccc2c1Cl	4	7	-0.2	-0.6	1
13	i	9	-9	-7	COc1ccc(C(=O)NCC(=O)OCC(=O)c2ccc3c(c2)NC(=O)CO3)cc1OC	-10	2	5.5	-0.8	-3
0	i	-4	2	-2	C=CCSc1nc(C)c(CC(=C)C)c(=O)[nH]1	-7	0	-0.6	-0.1	8
